# Screens (PubChem BioAssay)
# All columns: NCI-60 one-dose screen, growth in % after 48 h at 10 µM unless noted; 100 = growth as untreated, 0 = no growth, -100 = all killed.
# MOLT-4: MOLT-4 leukemia cells | hit rate 6.9% among 80,000
# HOP-62: HOP-62 NSCLC | AID 1794735 | hit rate 3.9% among 80,000
# A549/ATCC: A549/ATCC NSCLC. AID 1794740. hit rate 3.7% among 81,000
# CCRF-CEM: CCRF-CEM leukemia. hit rate 7% among 77,000
# HOP-92: HOP-92 NSCLC cells. AID 1794738. hit rate 6.3% among 71,000
# SR: SR leukemia cells; AID 1794780; hit rate 8.7% among 73,000
# RPMI-8226: RPMI-8226 leukemia cells | AID 1794781 | hit rate 7.5% among 77,000
# EKVX: EKVX NSCLC; AID 1794765; hit rate 3% among 71,000
# Active calls of the source: *; x = not tested or not shown; & = joins results of further samples. Rule for the calls: active = growth percent below 10; inactive = the rest.
SMILES,MOLT-4,HOP-62,A549/ATCC,CCRF-CEM,HOP-92,SR,RPMI-8226,EKVX
CNC(=O)c1cn(C2CC2)c2cc(N3CCN(C(=O)c4ccccc4)CC3)c(F)cc2c1=O,97,90,83,x,117,97,103,98
c1cncc(-c2nnc3sc(-c4ccc5c(c4)OCCO5)nn23)c1,100,103&122,97&91,109&107,103&114,92,96&101,102&93
CCN(CCCNC(=O)Cc1cc(=O)oc2cc(N(C)C)ccc12)CCNc1ccnc2cc(Cl)ccc12,44,86,93,54,60,1.5*,55,100
C=C(C)[C@@H]1CC[C@]2(C(=O)O)CC[C@]3(C)[C@H](CC[C@@H]4[C@@]5(C)Cc6cc(C)oc6C(C)(C)[C@@H]5CC[C@]43C)[C@@H]12,29,75,38,30,67,40,17,53
COc1ccc(C2C3=C(COC3=O)N(CCO)c3cc4c(cc32)OCO4)cc1 (stereo not given),104,93,90,108,75,103,104,119
N#CC1(C#N)C2=C(CCCC2)NC(c2c(F)cccc2Cl)C1(C#N)C#N (stereo not given),43,72,93,36,43,30,43,71
C#CCn1c(-c2nonc2N)nc2ccccc21,93,99,99,97,96,84,101,x
CCCCNC(=O)NS(=O)(=O)c1ccc(N2N=C(c3cc(C)ccc3C)CC2c2cc(OC)c(OC)c(OC)c2)cc1 (stereo not given),31,54,33,55,62,13,28,x
O=C(c1ccccc1)C(C(C(=O)c1ccccc1)N1CCOCC1)N1CCOCC1 (stereo not given),94,x,97,94,96,93,99,x
C[C@H]1CN[C@@H](C)CN1,97,104,100,84,x,87,99,118
O=C(O)c1ccc(I)cc1C(=O)O,97,102,95,100,91,106,102,101
CN(C)c1ccc(S(=O)Nc2ccccc2)cc1 (stereo not given),113,89,96,87,83,98,83,100

# Next part; it opens with the 5 that closed the last part.
SMILES,MOLT-4,HOP-62,A549/ATCC,CCRF-CEM,HOP-92,SR,RPMI-8226,EKVX
CCCCNC(=O)NS(=O)(=O)c1ccc(N2N=C(c3cc(C)ccc3C)CC2c2cc(OC)c(OC)c(OC)c2)cc1 (stereo not given),31,54,33,55,62,13,28,x
O=C(c1ccccc1)C(C(C(=O)c1ccccc1)N1CCOCC1)N1CCOCC1 (stereo not given),94,x,97,94,96,93,99,x
C[C@H]1CN[C@@H](C)CN1,97,104,100,84,x,87,99,118
O=C(O)c1ccc(I)cc1C(=O)O,97,102,95,100,91,106,102,101
CN(C)c1ccc(S(=O)Nc2ccccc2)cc1 (stereo not given),113,89,96,87,83,98,83,100
COc1ccc2[nH]c(=O)cc(-n3ncc(/C(C)=N/Nc4ccc(C(=O)O)cc4)c3C)c2c1,99,98,107,97,62,97,110,103
CC(=O)OCCCCCCN1C=C/C(=C\C(=O)n2ccc3ccccc32)c2ccccc21,96,95,105,95,96,107,100,89
CCOC(=O)c1c(NC(=O)CSc2nnc(Cc3ccccc3Nc3c(Cl)cccc3Cl)n2-c2ccccc2)sc(C)c1C,78,89,79,101,x,84,90,91
CS(=O)(=O)c1ccc(-c2nc3ccccn3c2/C=N/Nc2ccc(Cl)cc2)cc1,86,114,104,92,101,89,91,95
C[C@@H]1C(=O)N(C[C@H](Cc2ccccc2)NC(=O)OCc2ccccc2)[C@]1(Cc1ccccc1)C(=O)OC(C)(C)C,34,80,47,72,55,64,41,60
CCCCNC(=O)Oc1ccc(/C(=C(\C)c2ccc(Cl)cc2)c2ccc(OCCN3CCCCC3)cc2)cc1,65,79,64,73,65,7.7*,73,77
NC(=S)N/N=C(/c1ccccc1)c1ccc2nc(-c3ccc(O)cc3)[nH]c2c1,52,93,67,70,91,71,59,95
Cc1cc(C)c(C(=O)c2ccccc2C(=O)O)c(C)c1,97,96,102,x,99,x,101,x
O=C(Cn1ccnc1)Nc1cccc2cccnc12,98,99,104,102,91,109,96,x
C=C(C)[C@@H]1CC[C@]2(CO)CC[C@]3(C)[C@H](CC[C@@H]4[C@@]5(C)CCCN(C(=O)OC(C)(C)C)C(C)(C)[C@@H]5CC[C@]43C)[C@@H]12,91,101,97,102,94,100,94,97
COc1ccc(-n2cc(-c3cc(OC)c(OC)c(OC)c3)n(C(C)=O)c2=O)cc1OC,92,100,104,94,22,82,108,98
Nc1c(C(=O)Nc2cccc([N+](=O)[O-])c2)sc2nc3c(cc12)C(=O)CCC3,108,30,44,88,84,76,87,x

# Some values from above.
# For RPMI-8226, COc1ccc(-n2cc(-c3cc(OC)c(OC)c(OC)c3)n(C(C)=O)c2=O)cc1OC is entered as 108
# For HOP-92, Nc1c(C(=O)Nc2cccc([N+](=O)[O-])c2)sc2nc3c(cc12)C(=O)CCC3 is entered as 84
# For CCRF-CEM, C[C@@H]1C(=O)N(C[C@H](Cc2ccccc2)NC(=O)OCc2ccccc2)[C@]1(Cc1ccccc1)C(=O)OC(C)(C)C is entered as 72
# For SR, CCCCNC(=O)Oc1ccc(/C(=C(\C)c2ccc(Cl)cc2)c2ccc(OCCN3CCCCC3)cc2)cc1 is entered as 7.7*
# For HOP-62, C=C(C)[C@@H]1CC[C@]2(CO)CC[C@]3(C)[C@H](CC[C@@H]4[C@@]5(C)CCCN(C(=O)OC(C)(C)C)C(C)(C)[C@@H]5CC[C@]43C)[C@@H]12 is entered as 101
# For CCRF-CEM, CCOC(=O)c1c(NC(=O)CSc2nnc(Cc3ccccc3Nc3c(Cl)cccc3Cl)n2-c2ccccc2)sc(C)c1C is entered as 101

# Carrying on.
SMILES,MOLT-4,HOP-62,A549/ATCC,CCRF-CEM,HOP-92,SR,RPMI-8226,EKVX
COc1ccc(Cn2c(Br)c3c(c2Br)-c2nc(NC(=O)c4ccc(OC)cc4)sc2CC3)cc1,95,69,80,85,51,67,72,x
CCC(=O)O[C@@H]1C[C@H](C)CC[C@H]1C(C)C,112,113,105,x,79,114,90,96
NC(=O)c1cc(Cl)ccc1NC(=O)/C=C/c1ccccc1,28,85,18,3.8*,59,-34*,13,41
CCN1CCN(c2cc(C(F)(F)F)nc(NCCCNc3ccnc4cc(Cl)ccc34)n2)CC1,64,83,67,75,47,24,64,64
O=C(Nc1ccc(Cl)cc1C(=O)Nc1ccncc1)c1ccc(Cl)cc1Cl,78,81,95,79,80,75,76,x
O=C(CSc1nc2ccccc2[nH]1)Nc1ccc(Cl)cc1,x,85,96,104,74,x,96,81
O=C(c1ccc(-c2nc(CSc3nc4ccccc4s3)no2)cc1)N1CCOCC1,75,79,80,92,72,69,61,55
O=c1[nH]n(C(=S)N/N=C/c2ccccc2Br)c(=O)c2ccccc12,97,108,102,76,112,80,114,98
CNC(=O)c1cc(Oc2ccc3nc(NC(=O)NCCCN4CCN(C)CC4)sc3c2)ccn1,99,114,112,97,88,77,102,110
NC(N)=N/N=C(/c1ccccc1)c1ccc2ccccc2c1,86,99,91,113,83,82,111,129
CC/C(Cc1ccccc1)=C(\c1ccc(OCCCN(C)C)cc1)c1ccc(OC(=O)NCc2ccccc2)cc1,45,86,62,58,39,-22*,60,78
CC12c3[nH]c4ccccc4c3CCN1C(c1ccccc1)=NN2c1ccccc1 (stereo not given),81,83,67,92,67,75,74,87
O=C(O)c1ccc(-n2cc(/C=N/Nc3ccc([N+](=O)[O-])cc3)c(-c3ccccc3)n2)cc1,82,88,103,92,112,68,94,78
Nc1cc(Cl)c2[nH]cnc2n1,31,79,94,50,85,x,81,91
O=C1NCC(=O)N(Cc2ccco2)[C@H]1Cc1ccccc1,102,82,102,103,89,93,104,89
Cc1ccc(/C=C(/NC(=O)c2ccccc2)C(=O)Nc2ccc(S(N)(=O)=O)cc2)o1,114,117,95,107,114,95,109,97
Cc1ccc(-c2csc(/N=C3\C(=O)Nc4ccccc43)n2)cc1,-20*,25,23,6.6*,-16*,-30*,-20*,34
CC1(C)OCC2OC=CC(=O)C2O1 (stereo not given),144,110,106,111,115,140,123,99
COc1ccc(C(=O)NNc2ccc(-c3ccc(OC)c(OC)c3)nn2)cc1,95,93,100,110,100,93,94,93
CC(=O)OCC1OC(Oc2ccc(C(=O)C(=O)N3CCCC3)cc2)C(OC(C)=O)C(OC(C)=O)C1OC(C)=O (stereo not given),114&99,102&102,98&101,99&98,81,98,96&93,106&106
NCCOCCO,92,111,98,92,x,69,98,x
COc1ccc(S(=O)(=O)n2cc(C=O)c3ccccc32)cc1,78,88,96,76,x,51,59,98
Cc1c(C)c(O)c2c(c1O)C(=O)c1ccccc1C2=O,87,99,105,84,84,120,106,80
CC(=C/c1ccccc1)/C=N/Nc1ccc(S(=O)(=O)c2ccc(N/N=C/C(C)=C\c3ccccc3)cc2)cc1,49,108,100,x,115,76,97,x
COc1cc(-c2cc(-c3nc4ccc(Cl)cc4[nH]3)[nH]n2)cc(OC)c1OC,4.8*,40,50,7.1*,67,42,9.6*,x
Nc1c(N2CC[N+]3(CCC[N+]4(CCNCC4)CC3)CC2)ncnc1N1CC[N+]2(CCC[N+]3(CCNCC3)CC2)CC1,105,109,94,101,112,100,103,104
Cc1cccc(NC(=O)c2ccccc2)c1,102,94,113,96,92,89,106,125
COC(=O)[C@]1(C)CCC[C@]2(C)[C@H]3C[C@H]4C(C(C)C)=C[C@]3(CC[C@H]21)[C@@H]1C(=O)N(CCC#N)C(=O)[C@@H]14,38,90,86,62,81,80,62,79
COc1ccccc1NC(=O)c1sc2nc3c(cc2c1N)C(=O)CCC3,90,100,34,68,38,64,84,x
CC(=O)O[C@H]1C[C@@]2(C)[C@@H](C/C(=N/O)[C@H]3[C@@]4(C)CCNC(=O)[C@@H](C)[C@@H]4CC[C@@]32C)/C1=C(\CCC=C(C)C)C(=O)O,96,105,101,103,96,102,100,99
CCO/C=N/C1=C(C#N)C(c2ccc([N+](=O)[O-])cc2)c2sc3c(F)cccc3c2O1 (stereo not given),74,113,95,85,80,73,70,97
CC1=C(/C=C/C(C)=C/C=C/C(C)=C/C(=O)Nc2ccc(O)cc2)C(C)(C)CCC1,7.6*,89,56,19,103,-4.8*,x,65
CCOc1ccc(-n2cc(CSc3nnc(Cn4c(C(F)(F)F)nc5ccccc54)o3)nn2)cc1,96,79,93,96,99,76,93,87
N=C1NC(=O)SC1N=Nc1ccccc1 (stereo not given),x,109,102,113,x,x,101,93
CC(=O)c1nn(-c2ccc([N+](=O)[O-])cc2)/c(=N\N=C\c2coc3ccc(F)cc3c2=O)s1,97,90,108,90,92,94,85,85
N/C(=N\c1nc2ccccc2s1)NC(=O)N1CCN(CCO)CC1,82,95,102,100,88,80,101,92
CCN(CC)CC#CCOC(=O)C(O)(c1ccccc1)C1CCCCC1 (stereo not given),95,106,95,90,70,90,91,87
Cc1ccc(-c2nnc(SCc3cc(=O)oc4c3ccc3ccccc34)n2-c2ccccc2)cc1,82,92,93,103,90,87,89,91
O=C(N/N=C/c1ccccc1)C(O)(c1ccccc1)c1ccccc1,106,104,108,106,112,x,106,101
O=c1c(N=Nc2nccs2)c(-c2ccccc2)[nH]n1-c1nc(-c2ccccc2)cs1,30,x,36,26,-9.0*,33,16,53
N#C/C(=C\NC(=S)C(N)=S)c1nc2ccccc2s1,90,89,102,92,99,53,95,96
CS(=O)(=O)c1ccc(-n2cc(/C=C/C(=O)c3ccc(NC(=O)CO[N+](=O)[O-])cc3)c(-c3ccc(Br)cc3)n2)cc1,105,104,103,102,126,106,103,105
NNC(=O)c1ccccc1F,101,92,91,101,116,100,108,106
COc1cccc(NC(=O)c2sc3nc4c(cc3c2N)C(O)CCC4)c1 (stereo not given),6.4*,33,22,11,x,0.4*,7.5*,x
Cc1cc(C)c(C[N+](C)(C)Cc2ccccc2)c(C)c1,93,91,95,111,90,92,94,99
COc1cc(/C=C2\CCCCC3=C2N=C2SC(C)=CN2C3c2cc(OC)c(OC)c(OC)c2)cc(OC)c1OC (stereo not given),36,68,73,66,31,54,18,73
Cc1ccccc1-c1cc(-c2ccc(Br)s2)[nH]c(=O)c1C#N,93,104,107,106,78,100,102,86
CC/C(=N\N=C(/CC)c1cccs1)c1cccs1,89,108,94,x,100,93,91,108
COc1ccc(-c2cc3ccc(F)cc3c(=O)[nH]2)cc1,95,91,38,101,103,88,99,82
CO[C@@H]1[C@H](N(C)C(=O)c2ccccc2)C[C@@H]2O[C@]1(C)n1c3ccccc3c3c4c(c5c6ccccc6n2c5c31)C(=O)NC4=O,33,29,27,45,4.5*,x,67,28
CC(C)C[C@H]1N[C@@]2(C(=O)Nc3ccccc32)[C@@H](c2ccc(F)cc2)[C@@H]1C(=O)c1ccc(O)cc1,64,90,70,78,78,55,77,69
CN(C)CCOC(=O)Nc1ccccc1C(F)(F)F,112,100,99,99,94,104,105,99
CCCC(CC)(CC)CO,118,115,91,92,78,99,98,x
O=C(Cc1ccc(/C=C/C(=O)c2ncc[nH]2)cc1)Nc1ccc(C(F)(F)F)cc1,6.4*,26,31,-9.0*,70,0.6*,-38*,72
COc1ccc(/C=C/c2cc(=O)c3c(C)c(Cl)c(C)cc3o2)cc1OC,96,96,95,85,72,89,57,99
COc1ccc(OC)c(C(=O)CCCCC(=O)c2cc(OC)ccc2OC)c1,68&45,107&94,78&84,65&54,56&39,57&45,57&49,x
CN(Cc1cnc2nc(N)nc(N)c2n1)c1ccc(C(=O)NC(CCC(=O)O)C(=O)O)cc1 (stereo not given),24,43,20,29,37,x,37,71
CNCCNc1nc2ccccc2c2c(=O)c3cc(F)ccc3oc12,11,44,51,52,33,23,48,72
CCc1ccc(NC(=O)CSc2nnc(Cc3ccccc3Nc3c(Cl)cccc3Cl)o2)cc1,96,102,99,104,109,77,104,90
C#CCNc1ccc(CC2(O)C(=O)Nc3ccccc32)cc1 (stereo not given),97,96,98,104,95,99,108,95
# Next records follow.
SMILES,MOLT-4,HOP-62,A549/ATCC,CCRF-CEM,HOP-92,SR,RPMI-8226,EKVX
CC1CC/C(=N\N(C)C)c2ccccc21 (stereo not given),100,95,112,105,x,98,104,x
COc1cc2ncnc(-n3ncc4cc(NC(=O)Nc5ccc(Cl)c(Cl)c5)ccc43)c2cc1OC,9.2*,x,0.3*,22,-57*,9.6*,-0.3*,-16*
O=c1oc2cc(OS(=O)(=O)c3ccc(F)cc3)ccc2c2c1CCCCC2,64,96,56,36,60,54,35,x
O=C(O)c1ccc(N2C(=O)/C(=C/C3=Cc4ccccc4OC3)SC2=S)cc1,102,99,101,87,89,97,x,110
